HT1080 IDH1KD tx – kills HT-1080 cells with IDH1 knockdown; Potency, µM (top dose mostly 46.1 µM), inactives show at the highest dose activity, negative = toxicity, actives largely listed as cytotoxic; HT-1080 IDH1 knockdown viability, ATP luminescence, 48 h; AID 686971; 360,000 tested, 2% active;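 note: potency is the fitted concentration of half-maximal effect; 0% = DMSO wells and -100% = cell-free medium wells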
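HT-1080-IDH1KD cells (IDH1 knocked down), 750/well in RPMI with 5% FBS, treated with compound 48 h at 37 degrees C. Viability by CellTiter-Glo luminescence, normalised to DMSO and no-cell wells; concentration-response curves classed.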
KB-3-1 tox – KB-3-1 parental cell cytotoxicity; KB-3-1 viability, CellTiter-Glo ATP luminescence, 72 h; Potency, µM (top dose mostly 46.1 µM), for inactives: at the highest dose activity change, negative = cytotoxic, hits mostly cytotoxic; 400,000 tested, 1.4% active; AID 1347075; note: potency is the fitted concentration of half-maximal effect; % is set by controls: 0 for no effect and ±100 for the full control effect; nearly all actives have a fitted effect of over 60% in size
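Cytotoxicity measured as CellTiter-Glo luminescence after 72 h at 37 C. Compound titrations were pinned onto drug-naive KB-3-1 parental adenocarcinoma cells grown in DMEM with 10% FBS, and normalized data fitted to concentration-response curves.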
GLP-1R agonist – activates the human GLP-1 receptor; P43220; HEK293 GLP-1R CRE-luciferase, luminescence, 4-6 h; cells express a hypersensitive GLP-1R form; Potency, µM (top dose mostly 45.6 µM), for inactives: top-dose activation, most hits filed as activators; 380,000 tested, 0.007% active; AID 624172; note: potency is the fitted concentration of half-maximal effect; % of control where 0% means no effect
Target sequence (P43220 whole entry, looked up): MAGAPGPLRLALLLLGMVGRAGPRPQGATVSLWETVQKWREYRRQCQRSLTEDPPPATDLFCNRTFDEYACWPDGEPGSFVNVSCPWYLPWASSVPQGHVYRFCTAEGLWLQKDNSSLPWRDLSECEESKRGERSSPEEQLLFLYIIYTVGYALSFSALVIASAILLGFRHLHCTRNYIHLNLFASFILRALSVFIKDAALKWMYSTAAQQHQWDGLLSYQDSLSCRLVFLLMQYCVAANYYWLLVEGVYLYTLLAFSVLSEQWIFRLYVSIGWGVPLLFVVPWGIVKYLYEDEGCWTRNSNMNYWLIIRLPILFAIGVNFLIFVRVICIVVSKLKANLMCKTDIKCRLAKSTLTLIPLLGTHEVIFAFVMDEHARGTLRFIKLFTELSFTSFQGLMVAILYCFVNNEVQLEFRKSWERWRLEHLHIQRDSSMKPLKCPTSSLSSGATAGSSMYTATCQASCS
IL-1B inflam inh – inflammasome signaling inhibition, IL-1 beta readout. THP-1 LPS/ATP IL-1B secretion, AlphaLISA, 16 h; stronger effect = lower value. activity change, % at 57.5 µM. 360,000 tested, 4.7% active. AID 743279; in the data active = activity change below about -50%; inconclusive = mostly about -30% to -49%; note: % is set by controls: 0 for no effect and ±100 for the full control effect
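Secreted IL-1B measured by AlphaLISA bead assay after 16 h compound exposure of THP-1 cells; compounds (final up to 57.5 uM) added 1 h before LPS (250 ng/mL) and ATP (1.25 mM) stimulation; lower signal means less secretion.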
KB-V1 MDR tox – kills drug-selected multidrug resistant KB-V1 cells; KB-V1 MDR cells viability, CellTiter-Glo, 72 h; Potency, µM (highest dose often 46.1 µM), without a hit: at the highest dose activity change, negative = cytotoxicity, hits mostly cytotoxic; 400,000 tested, 3.4% active; note: potency is the fitted concentration of half-maximal effect; % is set by controls: 0 for no effect and ±100 for the full control effect; nearly all actives have a fitted effect of over 60% in size
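Compound-treated KB-V1 multidrug-resistant cells, 72 h, 37 degrees C; viability by CellTiter-Glo. Fitted qHTS curves give the values.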
HT1080NT lethal – kills 2HG-producing HT-1080-NT fibrosarcoma cells. HT-1080-NT fibrosarcoma viability, CellTiter-Glo ATP luminescence, 48 h. Potency, µM (titrated, usually from 46.1 µM), for inactives: at the top dose activity, negative = less viability, hits mostly cytotoxic. 360,000 tested, 1.6% active;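 note: NT is the 2HG producing partner of a matched IDH1 knockdown line; potency is the fitted concentration of half-maximal effect; 0% = DMSO-treated cells and -100% = media-only wells without cells; nearly all actives have a fitted effect of over 55% in size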
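Read-out is CellTiter-Glo luminescence after 10 minutes at room temperature, following 48 hours' compound treatment of HT-1080-NT cells (750 cells/well, RPMI, 5% FBS, 37 degrees C).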
D3 ag – agonists of human D3 dopamine receptor; P35462; D3R DiscoveRx beta-arrestin cells, luminescence, 90 min; max activation, %; 410,000 tested, 0.58% active; AID 652048; in the data active = max activation above about 30%; note: 0% is about no effect; mostly tested at two doses, the higher about 12 µM
Target sequence (P35462 whole entry, looked up): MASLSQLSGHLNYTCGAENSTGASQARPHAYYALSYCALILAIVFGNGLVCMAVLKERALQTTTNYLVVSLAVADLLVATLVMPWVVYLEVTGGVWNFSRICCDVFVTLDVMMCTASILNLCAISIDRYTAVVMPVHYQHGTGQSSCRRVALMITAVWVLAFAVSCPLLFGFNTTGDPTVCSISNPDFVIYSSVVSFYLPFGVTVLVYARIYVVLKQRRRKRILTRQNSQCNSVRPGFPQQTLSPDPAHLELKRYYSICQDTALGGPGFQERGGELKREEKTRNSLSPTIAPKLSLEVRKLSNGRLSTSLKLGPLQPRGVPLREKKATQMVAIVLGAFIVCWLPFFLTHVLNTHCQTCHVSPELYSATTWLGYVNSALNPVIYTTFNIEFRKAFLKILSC
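Agonist mode: compounds and dopamine controls were applied to plated cells for 90 min at 37 degrees C after an overnight attachment at 1500 cells/well. Luminescent read-out followed 30 - 60 minutes at room temperature with DiscoveRx detection reagent.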
D3 antag – blocks the human D3 dopamine receptor | P35462 | D3R cells, DiscoveRx beta-arrestin luminescence, antagonist mode; stronger effect = lower value | max response, negative = inhibition, % | 360,000 tested, 2.5% active | AID 652054; in the data active = max response below about -50%; inconclusive = no clear call, values can overlap the other calls; note: % is set by controls: 0 for no effect and ±100 for the full control effect; mostly tested at two doses, the higher about 12 µM
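Cells expressing the human receptor were seeded at 1500 cells/well, incubated overnight at 37 degrees C in 5% CO2, then exposed to library compounds with dopamine controls for 90 minutes at 37 degrees C before luminescent detection.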
SW480 rerep – inducers of DNA re-replication in SW480 colon cancer cells; SW480 DNA re-replication, Hoechst DNA content imaging, 48 h; 340,000 tested, 1.8% active; Potency, µM (doses to about 46.1 µM), for inactives: at the highest dose re-replication activation, hits mostly activators; note: potency is the fitted concentration of half-maximal effect; % of control where 0% means no effect; nearly all actives have a fitted effect of over 55% in size
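Readout is total intensity of Hoechst-stained nuclei, excited at 405 nm and collected at 500-530 nm. Compound treatment lasted 48 hr at 37 C in 5% CO2 before staining.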
* = called active by the depositor; ? = inconclusive; / = no result given; [ ] = remark or other dose. Unless noted, calls come from the whole dose curve; as a rule, active = well fitted curve in the direction sought with a large enough effect; inconclusive = small, poorly fitted or top-dose-only effect, or another doubt; inactive = no such curve, though single readings can be large; an effect the other way counts as inactive or inconclusive.

Below each SMILES: HT1080 IDH1KD tx | KB-3-1 tox | GLP-1R agonist | IL-1B inflam inh | KB-V1 MDR tox | HT1080NT lethal | D3 ag | D3 antag | SW480 rerep
1: Nc1c(N)c2ccccc2oc1=O
 : 13% | 2% | 0% | 31 | 19% | 6% | 3 | 11 | -10%
2: CCCn1nnc(NC(=O)/C=C/c2ccco2)n1
 : 17% | -2% | 1% | -14 | 14% | 20% | 8 | -11 | 21µM*
3: O=C(N/N=C/c1cn(-c2ccccc2)nc1-c1ccccc1)c1ccco1
 : -18% | 26% | -8% | 11 | ? | -15% | -10 | 21 | 17%
4: Cc1ccc(CN2CCN(Cc3ccccn3)CC2CCO)cc1 (stereo not given)
 : 11% | 16% | 6% | 16 | 7% | 14% | -7 | 3 | 1%
5: Clc1ccc2nc3ccccc3cc2c1
 : 13% | 0% | 1% | -29 | 2% | 16% | -5 | -24 | /
6: O=C(CCNC(=O)c1ccccc1Cl)Nc1nc(-c2ccccc2Cl)cs1
 : -30% | 0% | 1% | -24 | -11% | -25% | 19 | -8 | -3%
7: Cc1cccc(NC(=O)CN2C(=O)CCSc3ccc(S(=O)(=O)N4CCOCC4)cc32)c1C
 : 8% | 12% | 6% | -27 | -2% | -3% | 4 | -5 | -1%
8: CCCCCCN1C[C@@H](O)[C@H](n2cc(C3CC3)nn2)C[C@@H]1c1ccc(Cl)cc1
 : ? | -3% | 4% | 16 | 0% | -27% | 11 | 0 | /
9: COc1ccc(Cl)cc1N(C(C)C(=O)NC1CCCC1)S(C)(=O)=O (stereo not given)
 : -3% | 0% | 13% | -6 | 0% | 0% | 0 | 4 | 0%
10: O=C(NCCc1cnccn1)C1CCC(=O)N(Cc2ccc(Cl)cc2)C1 (stereo not given)
 : 10% | -5% | 0% | 0 | -2% | 2% | -2 | -4 | -2%
11: CCN(CC(=O)Nc1cc(Cl)ccc1C)C(=O)CSCc1ccccc1
 : -10% | -6% | 5% | -6 | -11% | -4% | -3 | 12 | ?
12: CC(=O)Nc1ccc(NC(=O)C2C3CCC(C3)C2C(=O)O)cc1 (stereo not given)
 : 8% | 10% | -7% | 7 | 18% | 0% | -4 | -15 | -13%
13: COc1ccc(OC)c(NC(=O)C2CCN(S(=O)(=O)c3ccc4c(c3)OCCO4)CC2)c1
 : -8% | 26% | -9% | 24 | ? | 0% | 1 | ? | -3%
14: CCOCCCNC(=O)CCNS(=O)(=O)c1ccc(C)cc1
 : -8% | 7% | -16% | -8 | -17% | 3% | -8 | -11 | 6%
15: O=C(N/N=C/c1c(F)c(F)c(F)c(F)c1F)c1cccc(S(=O)(=O)N2CCOCC2)c1
 : 0% | -6% | 8% | 3 | -8% | 2% | 11 | 18 | -49%[inhibitor]
16: CCOc1ccc(CCNS(=O)(=O)c2ccc3c(c2)oc(=O)n3C)cc1OCC
 : 6% | 0% | 12% | 7 | 13% | 6% | 4 | 9 | -6%
17: N#Cc1cccc(NC(=O)C2CCCN(C(=O)c3ccc(Cl)cc3)C2)c1 (stereo not given)
 : -1% | ? | 2% | ? | -13% | 3% | 6 | 1 | -6%
18: CSc1n[nH]c(NCc2ccc(Cl)cc2)n1
 : -9% | 20% | -4% | -8 | 9% | -1% | 0 | -22 | -13%
19: O=C(O)Cn1c2ccccc2c2ccccc21
 : 2% | 3% | 6% | 6 | 10% | 3% | 8 | 1 | 9%
20: COc1ccccc1CNC(=O)COC(=O)c1ccc(S(=O)(=O)N2CCCCC2)cc1
 : 7% | 1% | 13% | 1 | -6% | 1% | -6 | 9 | -3%
21: O=C(COc1ccc2ccc(=O)oc2c1)c1ccccc1
 : 2% | -7% | 5% | -8 | -4% | -9% | -1 | 5 | -9%
22: CCOC(=O)N1CCN(Cc2ccc3ccccc3c2)CC1
 : 2% | 1% | 3% | 7 | ? | 0% | -4 | -12 | -6%
23: CCCOC(=O)C(=O)NNc1ccccc1
 : 5.2µM* | ? | 3% | -10 | -4% | 3.7µM* | 0 | 11 | 7%
24: Cc1nn(C)c(C)c1S(=O)(=O)N1CCCC(C(=O)N2CCN(c3ccc(Cl)cc3)CC2)C1 (stereo not given)
 : ? | 18µM* | 3% | -23 | -25% | -3% | 0 | -20 | -5%
25: Cc1cc(NC(=O)CSc2cn(CC(=O)N(C(C)C)C(C)C)c3ccccc23)no1
 : 0% | -9% | 3% | -25 | 10% | 2% | 4 | -3 | ?
26: Cc1ccc(OC(C)C(=O)OCC(=O)Nc2sccc2C(N)=O)cc1 (stereo not given)
 : 5% | 3% | -35%[inhibitor] | 21 | -18% | 6% | -6 | 9 | ?
27: COc1ccc(OC)c(NC(=S)Nc2ccccc2)c1
 : 8% | 11% | 4% | -2 | 2% | 15% | -6 | -18 | 2%
28: Cc1nn(C(=O)c2ccccc2)c2c1C(=O)CC(C)(C)C2
 : 7% | 5% | -2% | -3 | -1% | 2% | 1 | 6 | 1%
29: CS(=O)(=O)CCC(C(=O)Nc1ccc2c(c1)OCO2)N1Cc2ccccc2C1=O (stereo not given)
 : -2% | 24% | 10% | -3 | 24% | -3% | 3 | -4 | 4%
30: CC(=O)Nc1cc(C(=O)NCc2ccco2)ccc1Sc1ccc(F)cc1
 : 6% | 15% | -6% | -9 | ? | 4% | -6 | 0 | 1%
31: Cc1ccccc1-c1cc(=O)c2ccccc2o1
 : -8% | ? | 13% | -13 | ? | -19% | -4 | -1 | ?
32: CCOC(=O)COc1ccc(S(=O)(=O)Nc2cccc(SC)c2)cc1
 : ? | 2% | 2% | -9 | 4% | 10µM* | -17 | -20 | -1%
33: CCCn1cnc2c(sc3nc4c(cc32)CSC(C)(C)C4)c1=O
 : 1% | -1% | -4% | 0 | -24% | 3% | -8 | -21 | 1%
34: Cc1ccc(-n2ncc3c(=O)n(CC(=O)N4CCN(c5ccccc5)CC4)cnc32)cc1C
 : 7% | -1% | -7% | -13 | ? | 6% | 18 | 6 | 1%
35: Cc1cccc(OCC(=O)Nc2ccc3c(c2)nc2n3CCOC2)c1
 : 2% | 11% | 4% | ? | -8% | 0% | -16 | 6 | -17%
36: Cc1cc(C)n2nc(SC(C)C(=O)N(C)c3ccccc3)nc2n1 (stereo not given)
 : -1% | -2% | -2% | 41 | 11% | 7% | 0 | -5 | -3%
37: O=C(Nc1ccc2c(c1)OCCO2)C1CCCN(S(=O)(=O)c2cnc[nH]2)C1 (stereo not given)
 : 0% | -2% | -3% | -5 | 1% | 13% | 2 | 40 | 0%
38: CCOc1ccc(C(=O)N2CCCC2C(=O)O)cc1 (stereo not given)
 : 6% | 1% | 5% | 10 | 1% | 2% | 0 | -25 | -19%
39: CC(=O)Nc1cc(C(=O)N2CCc3ccccc3C2)ccc1Sc1ccc(C)cc1
 : -15% | -22% | 5% | 0 | ? | -3% | -2 | 0 | 2%
40: CC(C)(C)C(=O)NCc1ccc(C(=O)CSc2nnc(-c3ccncc3)n2C2CC2)s1
 : -3% | 11% | -8% | 5 | 11% | 1% | 7 | 0 | -2%
41: Cc1ccc2oc(=O)c3cc(C(=O)NCc4ccc(Cl)cc4)sc3c2c1
 : / | 0% | -2% | / | 0% | / | 6 | / | /
42: COC(=O)c1ccc(CNC(=O)CNc2cc(C(F)(F)F)ccc2N2CCOCC2)cc1
 : 8% | -4% | 21% | -10 | -4% | 4% | -9 | -57* | 8%
43: CC(C)N(Cc1nccn1C)C(=O)CCc1nnc(CCCc2ccccc2)o1
 : 3% | 5% | -2% | -11 | -8% | 5% | 0 | -4 | 4%
44: CCOC(=O)c1oc2ccccc2c1CN1CCN(C)CC1
 : -5% | -1% | 3% | 19 | -22% | 1% | 0 | -3 | -6%
45: COc1cc(/C=C(\C#N)C(=O)NCC2CCCO2)ccc1OC(=O)c1ccco1 (stereo not given)
 : 10% | -4% | -31%[inhibitor] | -1 | -26% | 4% | -10 | -53* | -4%
46: Fc1ccc(-c2nnn(Cc3nc4ccccc4s3)n2)cc1
 : -4% | 12% | 18% | 29 | -8% | -10% | -1 | 36 | 1%
47: CC(C)(C)NC(=O)COC(=O)c1ccccc1Oc1ccccc1
 : 3% | -1% | 19% | 3 | -5% | 0% | 2 | 2 | -3%
48: O=C(CNC(=O)c1ccccc1Cl)NCC(c1cccs1)N1CCOCC1 (stereo not given)
 : 1% | -1% | 9% | 10 | 11% | 6% | 7 | 3 | 1%
49: CC(Sc1nncn1C)C(=O)Nc1ccccc1-c1ccccc1 (stereo not given)
 : -1% | -2% | 5% | -15 | 9% | -1% | 11 | 8 | -2%
50: CN1CCC(N(C)C(=S)NC(=O)c2cc(-c3cccc(Br)c3)nc3ccccc23)CC1
 : 4% | 19% | 3% | 25 | -12% | -4% | 0 | -6 | ?
51: CCOCCCNc1nc2c([nH]1)c(=O)n(C)c(=O)n2C
 : -1% | -8% | 3% | 14 | 0% | 2% | 3 | ? | -3%
52: O=C(CCNC(=O)c1ccc([N+](=O)[O-])cc1)Nc1cccc(S(=O)(=O)N2CCOCC2)c1
 : 1% | -11% | 15% | -12 | ? | -1% | 3 | 7 | -1%
53: CCOC(=O)c1ccc(S(=O)(=O)NCCN2CCOCC2)cc1
 : 11% | -2% | 5% | 16 | -3% | 0% | -5 | -1 | -13%
54: COc1ccccc1CNC(=O)Cc1ccc(OC)c(OC)c1
 : 10% | 11% | 7% | 31 | 9% | 6% | 0 | 8 | -4%
55: Cc1nc2ccccc2c(=O)n1/N=C/c1ccccc1F
 : 7% | 19% | 11% | -1 | -1% | 1% | 3 | 4 | -3%
56: COc1ccc2c(C(=O)CN3CCC(C)CC3)c[nH]c2c1
 : 13% | 1% | 12% | -6 | 6% | -1% | 1 | 16 | -14%

From PubChem
